12-hLO inh: inhibitors of human 12-lipoxygenase (ALOX12); P18054; purified 12-hLO, xylenol orange hydroperoxide absorbance; Potency, µM (titrated, usually from 57.1 µM), without a hit: top-dose activity change, negative = inhibition, actives largely listed as inhibitors; actives 0.12% (n = 150,000); also: potency is read from the fitted curve at half-maximal effect; nearly all actives have a fitted effect of over 55% in size; many of its hits are not listed in these tables
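Hydroperoxide formation by human 12-lipoxygenase from 40 uM arachidonic acid was followed colorimetrically via ferric-xylenol orange complex, using the 573/405 nm absorbance ratio. Enzyme concentration was 150 nM, with 30 min reaction at room temperature.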
IMPase cell inh: membrane-permeable compound that blocks inositol monophosphatase; P97697; CHO-M1 cells, IP1 accumulation, HTRF TR-FRET ratio; 120,000 tested, under 10 active; AID 901; inhibition (IP1 accumulation), % at 46.1 µM; active = well fitted curve in the direction sought with a large enough effect in the signal ratio, not every such curve was filed as active; inconclusive = small, poorly fitted or top-dose-only effect, or a change in a side signal; inactive = no such curve, though single readings can be large or run the other way; the % refers to the signal ratio;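 also: cells stimulated with carbachol in lithium chloride buffer; plate controls were DMSO basal wells for no effect and reference inhibitor wells for full effect; higher means more IMPase inhibition seen as more IP1 and lower FRET ratio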
Target sequence (P97697 whole entry, looked up): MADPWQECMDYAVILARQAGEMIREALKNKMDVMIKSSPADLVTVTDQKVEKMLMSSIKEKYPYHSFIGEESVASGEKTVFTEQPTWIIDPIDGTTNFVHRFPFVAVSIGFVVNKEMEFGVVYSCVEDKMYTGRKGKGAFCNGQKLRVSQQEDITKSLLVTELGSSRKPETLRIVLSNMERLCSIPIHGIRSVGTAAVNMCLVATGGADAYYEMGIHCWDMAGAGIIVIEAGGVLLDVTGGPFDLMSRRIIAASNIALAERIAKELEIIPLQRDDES
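Cellular IMPase inhibition is scored as a rise in cytosolic IP1, detected by competitive TR-FRET between d2-labelled IP1 and a europium anti-IP1 antibody. M1-expressing CHO cells were stimulated with carbachol for 30 min at 37C, with lithium (50 mM LiCl) present in the buffer.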
PNC inhibitor: blocks assembly of the perinucleolar compartment; PC3M PTB-GFP, PNC prevalence imaging, 16 h; hits give low values; activity change (PNC), negative = inhibition, % at 10 µM; actives 3.1% (n = 140,000);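 active = readout at or below -70, meaning at least 70% loss of cells showing the perinucleolar compartment, a nuclear body marking cancer cells; inconclusive = readout between -30 and a set limit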;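 also: plate controls were DMSO wells for no effect and camptothecin positive control wells for full effect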
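PC3M cells stably expressing PTB-GFP, 750–1000 cells/well, treated 16 h at 37 °C with compound (23 nl of library stock), in duplicate. After paraformaldehyde fixation and Hoechst stain, imaged at 20x; PNC prevalence scored by image analysis.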
15-hLO-2 inh: blocks human 15-lipoxygenase 2 activity; O15296; actives 0.56% (n = 110,000); Potency, µM (titrated, usually from 57.1 µM), for inactives: at the highest dose activity change, negative = inhibition, actives largely listed as inhibitors; purified 15hLO-2, xylenol orange hydroperoxide absorbance; also: potency is read from the fitted curve at half-maximal effect; nearly all actives have a fitted effect of over 60% in size; many of its hits are not listed in these tables
Target sequence (O15296 whole entry, looked up): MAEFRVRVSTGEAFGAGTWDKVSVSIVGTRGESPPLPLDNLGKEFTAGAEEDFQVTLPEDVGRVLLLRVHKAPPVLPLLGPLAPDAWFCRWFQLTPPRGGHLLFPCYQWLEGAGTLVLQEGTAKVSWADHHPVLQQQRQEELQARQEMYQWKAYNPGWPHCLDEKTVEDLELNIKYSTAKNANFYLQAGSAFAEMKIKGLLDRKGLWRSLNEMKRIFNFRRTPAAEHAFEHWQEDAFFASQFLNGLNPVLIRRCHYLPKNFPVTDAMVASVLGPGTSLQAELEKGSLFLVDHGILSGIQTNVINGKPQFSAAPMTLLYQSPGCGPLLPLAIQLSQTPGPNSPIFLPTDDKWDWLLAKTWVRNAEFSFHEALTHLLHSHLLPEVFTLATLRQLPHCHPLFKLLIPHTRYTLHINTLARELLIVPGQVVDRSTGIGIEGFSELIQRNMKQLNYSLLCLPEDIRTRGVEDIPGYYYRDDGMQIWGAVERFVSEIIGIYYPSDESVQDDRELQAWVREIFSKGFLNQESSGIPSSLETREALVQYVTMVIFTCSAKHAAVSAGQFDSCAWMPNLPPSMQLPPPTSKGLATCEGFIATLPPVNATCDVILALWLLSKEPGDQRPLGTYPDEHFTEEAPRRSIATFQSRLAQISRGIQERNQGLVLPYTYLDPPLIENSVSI
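Purified human 15hLO-2 (50 nM) preincubated 15 min with compound, then 45 uM arachidonic acid for 90 min at RT in 25 mM Hepes pH 7.5, 0.01% Triton X-100. Hydroperoxide detected by Fe-xylenol orange; 573/405 nm absorbance ratio.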
* marks the source's active call; other numbers are inactive results; u = inconclusive; x = no result given; [ ] = dose if it differs, or a comment. Unless noted, calls follow the shape of the dose curve; as a rule, active = well fitted curve in the direction sought with a large enough effect; inconclusive = small, poorly fitted or top-dose-only effect, or another doubt; inactive = no such curve, though single readings can be large; an effect the other way counts as inactive or inconclusive. Unless noted, % is scaled to controls: 0 for no effect and ±100 for the full control effect. Only part of the results is shown; count on the stated rates, not on these rows.

Sequence of screens: 15-hLO-2 inh, PNC inhibitor, 12-hLO inh, IMPase cell inh
- CC1(C)SC2C(NC(=O)C(NC(=O)N3CCNC3=O)c3ccccc3)C(=O)N2C1C(=O)O (stereo not drawn)
  -8%, x, -2%, x
- COCCOC(=O)c1c(C)nc(SCC(=O)Nc2ccc(OC)cc2)c(C#N)c1-c1ccco1
  -7%, -111*, 8%, 5
- COC(=O)c1cc(-c2ccc3ccccc3c2)[nH]c(=O)c1C#N
  7%[11.4 µM], x, 9%[11.4 µM], x
- CN(C)c1nc(N)nc(CSc2ccccn2)n1
  -1%, -4, -3%, 7
- Brc1ccc(C2=NC(Cc3ccccc3)CO2)cc1 (stereo not drawn)
  x, 40, 0%, x
- O=C(CSc1nc(-c2ccccc2)cs1)Nc1cccc([N+](=O)[O-])c1
  x, 126, -1%, 8
- CN1CCN(c2ncc3nc(-c4cccs4)c(=O)n(C[C@H]4CCCO4)c3n2)CC1
  4%, x, -11%, x
- CCn1c(=N)c(C(=O)NCc2cccnc2)cc2c(=O)n3cccc(C)c3nc21
  -7%, 29, -5%, -11
- CCOC(=O)C(NCc1ccco1)(NC(=O)c1ccc(OC)cc1)C(F)(F)F (stereo not drawn)
  -6%, 26, -1%, -5
- O=C(CSc1nnc(CCCN2C(=O)c3cccc4cccc(c34)C2=O)n1-c1ccccc1)NCCCO
  x, -14, 4%, 6
- Cn1c(Cc2ccccc2)nnc1SCCC(=O)Nc1ccccc1
  -29%, 8, -12%, 2
- CN(CCc1ccccn1)c1ccc2c(c1)C(=O)c1ccccc1-2
  2%[11.4 µM], x, -1%[11.4 µM], x
- c1ccc(-n2c(-c3ccncc3)nnc2N2CCOCC2)cc1
  -1%, -5, 6%, 3
- CCCn1c(-c2ccc(F)cc2)nc2c(NCCCN3CCCCC3C)nc(C)nc21 (stereo not drawn)
  52%[activator], x, 1%, x
- O=C(CSc1nnc(-c2c[nH]c3ccccc23)n1CC1CCCO1)Nc1ccc2c(c1)OCCO2 (stereo not drawn)
  -1%, 13, 7%, -1
- CCOC(=O)N1CCN(C(=O)CS(=O)Cc2nc(-c3cccc(C)c3)oc2C)CC1 (stereo not drawn)
  2%, -28, 2%, -8
- Cc1ccc(NC(=O)Cn2cnc3c(oc4nc5c(cc43)COC(C)(C)C5)c2=O)cc1
  x, -84*, 1%, x
- O=c1[nH]c2ccccc2n1CCCOc1ccccc1
  0%, 29, -3%, 5
- Cc1cccc(C(=O)Oc2ccccc2/C=N/Nc2ccc([N+](=O)[O-])cc2)c1
  x, u, 1%, -3
- COc1cccc(CNCCOCCO)c1OC
  7%, 0, -4%, 4
- Cc1ccc(NC(=O)N2CCC(=O)N2)cc1
  x, -3, 5%, 4
- CCOC(=O)c1nn(-c2ccc(F)cc2)c(C)c1C(C)=O
  -4%, 9, -6%, -1
- CC[N+](CC)(CC)CCOc1ccc(/C=C\c2ccccc2)cc1
  4%, x, 2%, 22
- O=C(/C=C/c1ccccc1)c1ccc(O[C@H]2OC(CO)C(O)C(O)C2O)cc1O (stereo partly drawn)
  -1%, x, -11%, x
- O=C(CCN1CCN(c2ccc(F)cc2)CC1)Nc1ccccc1F
  5%, 5, 2%, 17
- Cc1ccc(-c2nc(SCC(=O)N(C)C3CCS(=O)(=O)C3)[nH]c2-c2ccc(C)cc2)cc1 (stereo not drawn)
  -9%, 7, -6%, 3
- O=C1CC(N2CCN(c3ccc(F)cc3)CC2)C(=O)N1Cc1ccc(N2CCCC2=O)cc1 (stereo not drawn)
  -4%, -9, 1%, 10
- Nc1c(C(=O)OCC2CCCO2)c2nc3ccccc3nc2n1-c1ccc2c(c1)OCCO2 (stereo not drawn)
  -23%, u, -9%, 1
- COC(=O)[C@H]1CCCN1C(=O)Nc1cccc(Oc2c(F)c(F)c(F)c(F)c2F)c1
  -10%, -25, -3%, -4
- CC(NC(=O)CSc1nc(=O)cc(N)n1CCc1ccccc1)c1ccccc1 (stereo not drawn)
  2%, 3, -8%, 4
- O=C(COc1ccccc1F)c1ccc(O)cc1O
  -1%, 1, -24%, 1
- Cc1c(C)n(CCC#N)c2ccccc12
  x, -9, -1%, x
- Cc1ccc(CNC(=O)COC(=O)c2cc3c(s2)CCC(C)C3)cc1 (stereo not drawn)
  x, -12, -1%, -5
- O=P(Cc1nnco1)(c1ccccc1)c1ccccc1
  2%, 13, 4%, -5
- Cc1ccccc1Oc1ncnc2oc(-c3ccccc3)cc12
  -11%, 32, -8%, 1
- CCOCCCNC(=O)c1c(C)c(C(=O)OCC)n(C)c1C
  3%, u, -4%, -1
- CCc1ccc(NS(=O)(=O)c2ccc3[nH]cc(C(=O)NCC4CCCO4)c(=O)c3c2)cc1 (stereo not drawn)
  43%[activator], u, -1%, 4
- COc1cc(/C=C(/C#N)c2nc3ccccc3[nH]2)ccc1OCC(=O)Nc1ccccc1C(C)C
  u, -86*, -4%, -2
- Cc1nc2c3ccccc3nc(SCC(=O)c3ccc(Cl)cc3)n2n1
  x, 5, 0%, x
- O=C(O)/C=C\C(=O)NC1CCCCC1
  x, -29, 1%, x
- COc1ccc(C2CC(=O)n3nc(C45CC6CC(CC(C6)C4)C5)nc3S2)cc1OC (stereo not drawn)
  x, -28, 0%, -7
- CCC(=O)c1ccc(OCC(O)Cn2c(C)nc3ccccc32)cc1 (stereo not drawn)
  8%, -121*, 0%, 7
- O=C(Nc1cccc2ccccc12)c1ccc(Cn2cc(Cl)cn2)cc1
  -8%, 3, -8%, -2
- Cc1ccc(S(=O)(=O)N2CCCC(C(=O)NCCc3ccc4c(c3)OCO4)C2)cc1 (stereo not drawn)
  1%, 39, -21%, -1
- O=C(O)CCn1c(-c2ccccc2)cc2c1CCCC2=O
  -11%, u, -12%, 1
- O=S(=O)(NCC(c1cccnc1)N1CCOCC1)c1cccs1 (stereo not drawn)
  x, 23, 0%, 12
- O=C(NCc1ccco1)c1cc(-c2cccs2)nc2ccccc12
  x, 31, -7%, -20
- CCC(=O)Nc1cc(C(C)(C)C)ccc1C(C)=O
  x, 53, 1%, x
- CCCNCc1cc(Cl)c(OCC)c(Cl)c1
  x, -22, 1%, -1
- O/N=C/c1ccc(OCc2ccccc2)c(Cl)c1
  x, -18, -4%, x
- CCc1ccc(CC2(O)CC(C)N(C)CC2C)cc1 (stereo not drawn)
  x, 11, 2%, x
- CC(C)(C)c1ccc(-c2nc3c(C#N)c(-c4ccc5c(c4)OCO5)ccn3n2)cc1
  1%, 16, 0%, 4
- CC(C)N1CCC(=NNC(=O)c2ccccc2[N+](=O)[O-])CC1
  x, u, 1%, x
- CCN(CC)S(=O)(=O)c1cccc(NC(=S)NC(=O)/C=C/c2ccc(S(=O)(=O)N3CCOCC3)cc2)c1
  x, 19, -5%, x
- CC(C)(C)C(=O)Nc1cc(S(=O)(=O)Nc2ccc(Cl)cc2)ccc1Cl
  x, 26, -12%, x
- CCC(C)N(C)Cc1cccc(C2(O)CCN(S(=O)(=O)c3ccc(F)cc3)CC2)c1 (stereo not drawn)
  3%, 10, -1%, 6
- O=c1cc(-c2ccc(O)cc2)oc2c([C@@H]3O[C@H](CO)[C@@H](O)[C@H](O)[C@H]3O)c(O)c([C@@H]3O[C@H](CO)[C@@H](O)[C@H](O)[C@H]3O)c(O)c12
  x, -16, -3%, x
- CCOC(=O)Cn1c2c(c(-c3ccccc3OC)cc1=O)CCCC2
  -9%, 17, -3%, -4
- COC(=O)Cn1nc(C)c2ccccc2c1=O
  x, u, -1%, 6
- CCOC(=O)C1CCN(C(=O)CN(c2ccc(OC)cc2)S(=O)(=O)c2c(C)noc2C)CC1
  -2%, 11, 0%, -1

Continued:
Sequence of screens: 15-hLO-2 inh, PNC inhibitor, 12-hLO inh, IMPase cell inh
- Cc1cc(C)c(S(=O)(=O)n2nc(C)c(Br)c2C)c(C)c1
  x, 82, -3%, x
- O=C(Nc1ccc(F)c(Cl)c1)c1ccc2c(=O)n3c(nc2c1)CCCCC3
  1%, u, -7%, 10
- CC1(C)COC(c2cccn2Cc2ccccc2Cl)=N1
  12%, u, -7%, u
- CCCCCc1nc2c(=O)n(C)c3ccccc3c2o1
  -10%, u, -6%, 0
- N#Cc1c(NCCN)nc(-c2ccco2)c2c1CCCC2
  29%, 9, -12%, -1
- CCN(CC(=O)NC1CCS(=O)(=O)C1)C(=O)COc1ccccc1-c1ccccc1 (stereo not drawn)
  3%, 16, -8%, -2
- O=C1CC(N(C(=O)c2ccco2)c2ccc(F)cc2)C(=O)N1c1ccc(F)cc1 (stereo not drawn)
  -3%, -26, 3%, 6
- COc1ccc(C(=O)CSc2nnnn2Cc2ccccc2)cc1
  1%, -15, -6%, -7
- c1coc(Cn2c(-c3ccco3)nc3ccccc32)c1
  11%, 12, -5%, 2
- CC(=O)C(C)Oc1ncn(-c2ccccc2)n1 (stereo not drawn)
  4%, 23, 1%, -1
- Cc1ccc(CC(=O)Nc2cccc(C)n2)cc1
  17%, 30, -7%, -2
- CCC(C)N1CC(C(=O)NC2CCCCC2)CC1=O (stereo not drawn)
  -10%, 15, -2%, -1
- CCCCNC(=S)NNC(=O)c1csc(C)c1C
  x, -29, -2%, x
- CCOc1ccccc1N1Cc2cc(C)c(C)cc2C1
  -9%, u, -9%, 8
- Cc1ccc(NC(=O)CN(C)CC(=O)Nc2c(C)cccc2C)c(Br)c1
  7%, 3, 3%, 9
- CCOC(=O)C1CCN(C(c2cccc(OC)c2)c2sc3nc(C)nn3c2O)CC1 (stereo not drawn)
  0%, u, -2%, 1
- CCOC(=O)c1c(C)oc2c1c1c(c3ccccc32)OCN(Cc2ccccn2)C1
  38%[activator], 39, -17%, 0
- Cc1ccc(S(=O)(=O)N2Cc3ccccc3CC2C(=O)Nc2cc(C)on2)cc1 (stereo not drawn)
  -6%, 44, -12%, -4
- N#CC(c1ccccc1)C1CCN(Cc2ccccc2)CC1 (stereo not drawn)
  x, 75, -1%, x
- COc1cc(C2CC(=O)c3cnc(N)nc3C2)cc(OC)c1OC (stereo not drawn)
  -1%, -4, -3%, -4
- COc1ccccc1C1C2=C(N=c3s/c(=C/c4cccc(OCC(=O)O)c4)c(=O)n31)c1ccccc1CC2 (stereo not drawn)
  x, 170, -15%, x
- CC1CCCN(C(=O)CCc2ccccc2)C1 (stereo not drawn)
  x, -97*, -1%, x
- O=P(O)(OCc1ccccc1)OCc1ccccc1
  -6%, x, 1%, x
- Cc1ccc(S(=O)(=O)N2CCSC2)cc1C
  2%, 20, -5%, 7
- CC(C)(C)C(=O)NC(=S)Nc1ccccc1F
  u, -22, u, -2
- Cc1cccc(-n2c(C)cc(/C=N\NC(=O)c3cccs3)c2C)c1
  x, u, -3%, 19
- Cc1sc2ncnc(OCC(=O)Nc3ccc4c(c3)OCCO4)c2c1C
  -6%, -29, -8%, -3
- Cc1cc(NC(=O)CSc2c3c(nc4ccccc24)CCC3)no1
  -1%, 28, -3%, -4
- NS(=O)(=O)c1ccc(CCNC(=O)COC(=O)C2CCCN2C(=O)c2cccs2)cc1 (stereo not drawn)
  3%, 2, 2%, 7
- c1ccc(-c2cccc(N3CCC4(CCNCC4)CC3)c2)cc1
  57%[activator], x, -3%, x
- c1ccc(Nc2nnc(SCc3cccc4ccccc34)s2)cc1
  8%, 11, -5%, 4
- CCOc1ccc(NC(=O)c2ccc(Br)o2)c([N+](=O)[O-])c1
  -1%, 29, 0%, 12
- c1ccc2c(c1)OCC(c1nnc3sc(-c4ccc5c(c4)OCO5)nn13)O2 (stereo not drawn)
  -14%, 32, -13%, -3
- COc1ccc(-c2cc(C(F)F)n3ncc(C(=O)N4CCN5CCCC5C4)c3n2)cc1 (stereo not drawn)
  8%, -10, -1%, u

Entries of single compounds from above:
Record of CCOc1ccc(NC(=O)c2ccc(Br)o2)c([N+](=O)[O-])c1 → 15-hLO-2 inh: -1%; PNC inhibitor: 29; 12-hLO inh: 0%; IMPase cell inh: 12
Record of Cc1cccc(-n2c(C)cc(/C=N\NC(=O)c3cccs3)c2C)c1 → 15-hLO-2 inh: x; PNC inhibitor: u; 12-hLO inh: -3%; IMPase cell inh: 19

Compound activity (PubChem BioAssay)
